PGC1a acetyl inh: inhibitors of PGC1a acetylation signal, primary screen, cell-based, U2OS, AlphaScreen, inhibitor mode; AlphaScreen anti-acetyl-lysine; with virally co-expressed GCN5 acetyltransferase; inhibition, % at 15.6 µM; 350,000 tested, 0.17% active; AID 651687, 2012;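 active means every replicate shows inhibition of at least 40%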;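 further: 0% = neutral control wells and 100% = positive control wells; some results beyond the cut were filed as inactive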
ARNT TACC3 PPI: disruptors of ARNT/TACC3 protein interaction, primary screen, biochemical, AlphaScreen, single concentration | Transforming acidic coiled-coil-containing protein 3 (Homo sapiens), Q9Y6A5 | AlphaScreen His-ARNT PAS-B/GST-TACC3 binding, luminescence; TACC3 fragment carries E629A point mutation | inhibition, % at 9.99 µM | 390,000 tested, 0.66% active | AID 623870, 2012;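 active means mean inhibition of replicates at least 50% and at least half of replicates each reaching 50%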;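 further: 0% = complete ARNT plus TACC3 wells and 100% = ARNT alone without TACC3; many hits fall short of the cut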
PglD inh: C. jejuni PglD acetyltransferase inhibitors, primary screen, biochemical, DTNB colorimetric, single point; UDP-N-acetylbacillosamine N-acetyltransferase PglD (Campylobacter jejuni); purified PglD enzyme, DTNB colorimetric CoA detection; inhibition, % at 12.5 µM; 360,000 tested, 0.098% active; AID 602405, 2012; in the data active means inhibition above about 16%, passing the limit was not always enough; further: strong numbers were not always called active
PAX8 reporter: inhibitors of PAX8-driven TPO luciferase reporter, primary screen, RMG-I cells, single concentration | SteadyGlo, 24 h | inhibition, % at 12.6 µM | 360,000 tested, 1.2% active;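 active means mean replicate inhibition at least 60% with every replicate also reaching 60%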;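 further: luciferase light reporting Pax8 driven TPO promoter activity; plate controls were median of neutral control wells for no effect and mitoxantrone controls for full effect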
GSIS activator: GLuc luminescence reporter in INS-1E cells, primary screen for activators of glucose-dependent secretion of insulin. INS-1E GLuc reporter insulin secretion, 2-3 h. activation, % at 16.6 µM. 370,000 tested, 0.61% active;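 active means lowest replicate activation of at least 40%, so every replicate reaches that level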;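 further: 0% = median of neutral control wells and 100% = median of IBMX positive control wells; some compounds called inactive have numbers as strong as hits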
LGR2 antag: inhibitors of bursicon-induced LGR2 CRE-luciferase signal, primary screen, cell-based, HEK293, CRE-luciferase reporter, bursicon stimulation | 380,000 tested, 0.35% active | bursicon-stimulated, 4 h | AID 720647, 2013 | inhibition, % at 9.99 µM;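 active means drop in luminescence signal, shown as inhibition above about 50% in the replicate tests, limit read from the data, passing the limit was not always enough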;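 further: agonist challenge used bursicon conditioned medium at about half maximal strength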
Cneo AK release: Cryptococcus neoformans cell lysis inducers, primary screen, AK release luminescence, single concentration; 360,000 tested, 0.2% active; C. neoformans lysis, adenylate kinase release luminescence, 4 h; normalised: neutral wells 0, clomiphene wells 100; lysis activity, % at 15 µM;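 active means mean lysis activity across replicates of at least 80%, whatever share of replicates individually reach that level; inactive means mean lysis activity below 80%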
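Material – Cryptococcus neoformans yeast cells · Quantity – 5 × 10^6 yeast cells/mL · Buffer or medium – YPD medium · Compound – single dose · Timing – 4 h static compound exposure, 37 °C, read 1 h post-reagent · Signal – adenylate kinase release luminescence · Read-out basis – lysis from increased AK signal · Benchmarks – Clomiphene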
Statin myotox sup: suppressors of statin myotoxicity in C2C12 myotubes, primary screen, cell-based, single point, plate reader. C2C12 myotubes + simvastatin, ATP luminescence, 48 h; scaled: DMSO 0, geranylgeraniol control 100. rescue of ATP level, % at 7.49 µM. 330,000 tested, 0.78% active. AID 602340, 2012;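 active means mean ATP rescue above about 67%, or every replicate alone reaching that limit, limit read from the data, passing the limit was not always enough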;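 further: myotubes were challenged with 10 µM simvastatin during compound exposure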
* marks the source's active call; other numbers are inactive results; x = no result given; & = joins results of further samples.

SMILES	PGC1a acetyl inh	ARNT TACC3 PPI	PglD inh	PAX8 reporter	GSIS activator	LGR2 antag	Cneo AK release	Statin myotox sup
COc1ccc(NC(=O)Nc2ccc3c(c2)C(=O)N([C@@H](C)CO)C[C@@H](C)[C@H](CN(C)C(=O)Nc2ccc(OC)cc2)OCCCC[C@@H](C)O3)cc1	1	-10	9	-30	4	5	-2	x
CCc1c(C(=O)N2CCCN(C)CC2)csc1C	1	-5	0	-19	9	14	0	9
O=C(NNc1nc2ccccc2s1)C1CC1	-6	-11	-7	x	x	x	3	-1
CC(=O)c1cccc(OCC(=O)N(CCC2=CCCCC2)c2c(N)n(Cc3ccccc3)c(=O)[nH]c2=O)c1	-7	-2	-1	-7	-16	7	0	-74
CC(C)n1c(CCC(=O)O)ccc1-c1ccccc1	4	x	2	10	-30	-1	-1	9
CCCOc1ccc(C(F)(F)F)cc1NC(=O)c1cc(C)on1	-17	x	4	-9	21	-15	-2	1
C[C@H](CO)N1C[C@H](C)[C@@H](CN(C)S(=O)(=O)c2ccccc2)Oc2ccc(NS(C)(=O)=O)cc2CC1=O	-3	-7	1	-1	4	16	55	-33
O=S(=O)(c1ccccc1F)N1CC[C@@H]2[C@H]1c1cc(-c3ccccc3)ccc1N[C@@H]2CO	3	4	2	-7	1	0	-8	5
C[C@@H](CN1C2=NC[C@H](Cc3ccccc3)N2C[C@H]1Cc1ccc(O)cc1)NC(=O)CCC1CCCCC1	x	1	4	-9	-33	17	11	-31
Cc1ccc(-c2nc(S(=O)(=O)c3ccc(C)cc3)c(N3CCOCC3)o2)cc1	x	-9	-1	-13	4	-12	-1	2
COc1ccc(CCNC(=O)C2CCCN(S(=O)(=O)c3ccc(OC)cc3)C2)cc1 (stereo not drawn)	-23	0	2	-3	-6	6	-3	-5
COc1ccc(/C(N)=N/OC(=O)Cc2cccs2)cc1	13	1	-4	28	-4	-52	-8	6
COC(=O)c1ccccc1NC(=O)CCC(=O)N1CCSc2ccccc21	-1	0	4	16	-16	8	-1	14
CNC(=O)C1CC(=O)N(c2ccc(OCC(=O)Nc3ccc(F)cc3)cc2)C1 (stereo not drawn)	9	6	-4	-6	11	7	1	15
C[C@H](CO)N1C[C@H](C)[C@H](CN(C)C(=O)CC2CC2)Oc2cc(-c3cncnc3)ccc2S1(=O)=O	1	14	4	x	4	6	1	-3
C[C@@H]1CN([C@H](C)CO)C(=O)c2cc(NC(=O)c3ccncc3)ccc2O[C@H]1CN(C)C(=O)NC1CCCCC1	2	3	2	-16	-4	25	-1	2
O=C(Nc1ccccc1Cl)N1C2CCC1CC(O)(c1cccnc1)C2 (stereo not drawn)	x	-1	x	8	-5	-2	x	x
CCc1ccc2c(c1)C(=O)CCC2	0	-3	-6	21	6	-18	1	13
CN1CCN(C(=O)C[C@@H]2C=C[C@H](NS(=O)(=O)c3cccc(F)c3)[C@@H](CO)O2)CC1	-6	3	15	-7&-17	2&8	1&-3	22	-10
CC(=O)c1ccccc1NC(=O)c1ccc2c(c1)NC(=O)C(C)S2 (stereo not drawn)	x	-2	x	-80	8	-29	x	x

Profiles from above. Values in the order: PGC1a acetyl inh	ARNT TACC3 PPI	PglD inh	PAX8 reporter	GSIS activator	LGR2 antag	Cneo AK release	Statin myotox sup
Entry for COC(=O)c1ccccc1NC(=O)CCC(=O)N1CCSc2ccccc21 = -1	0	4	16	-16	8	-1	14
Entry for O=S(=O)(c1ccccc1F)N1CC[C@@H]2[C@H]1c1cc(-c3ccccc3)ccc1N[C@@H]2CO = 3	4	2	-7	1	0	-8	5
Entry for CNC(=O)C1CC(=O)N(c2ccc(OCC(=O)Nc3ccc(F)cc3)cc2)C1 (stereo not drawn) = 9	6	-4	-6	11	7	1	15
Entry for CCc1ccc2c(c1)C(=O)CCC2 = 0	-3	-6	21	6	-18	1	13

Additional records follow.
SMILES	PGC1a acetyl inh	ARNT TACC3 PPI	PglD inh	PAX8 reporter	GSIS activator	LGR2 antag	Cneo AK release	Statin myotox sup
Nc1cc2c(cc1[N+](=O)[O-])-c1ccccc1C2=NO	x	4	x	-42	-2	0	x	x
CC1(C)CC(=O)c2sc(NS(C)(=O)=O)nc2C1	-6	-13	-4	x	x	x	-3	8
O=S(=O)(Cc1ccccc1)NCC[C@@H]1CC[C@H](NS(=O)(=O)c2ccc(F)cc2)[C@@H](CO)O1	1	-14	0	x	1	1	0	3
CC(Oc1ccc2c3c(c(=O)oc2c1)CCC3)C(=O)N[C@@H](Cc1ccccc1)C(=O)O (stereo partly drawn)	75*	3	0	x	x	x	-1	-2
O=C(NC1CCC(O)CC1)c1cccc2cccnc12 (stereo not drawn)	x	-3	x	2	11	7	x	-9
COc1cccc(NC(=O)N(C)C[C@H]2Oc3cc(/C=C/c4ccccc4)ccc3S(=O)(=O)N([C@@H](C)CO)C[C@@H]2C)c1	11	-3	-5	x	-12	-52	54	-44
COc1ccc(C(=O)OCC(=O)Nc2ccc3[nH]c(=O)[nH]c3c2)c(OC)c1OC	x	-7	x	1	3	5	x	x
CCN(CC(=O)Nc1ccccc1OC)C(=O)CN1C(=O)NC(C)(c2ccc(C)cc2)C1=O (stereo not drawn)	5	3	1	15	-4	1	3	23
COc1ccc(C(=O)O/N=C2\CCS(=O)(=O)c3sccc32)cc1	x	-1	-4	15	10	-23	-3	-6
CCOC(=O)COc1ccc(/C=C2/SC(=Nc3ccccc3)N(Cc3cccnc3)C2=O)cc1OC	-17	-16	1	x	x	x	0	x
Cc1cc(O)cc(O)c1C(=O)Cc1ccccc1	x	-2	x	3	4	-1	x	x
COc1ccc(N=c2scc(C)n2CCCN2CCCC2=O)cc1	13	0	x	-14	0	1	x	x
O=C(Cc1ccc([N+](=O)[O-])cc1)NCCc1ccc2c(c1)OCO2	-4	0	x	-17	10	17	x	1
COCCNc1ncnc2c1ncn2[C@H]1CN(Cc2ccc3c(c2)OCO3)C[C@@H](CO)O1	x	x	5	-5	2	20	2	-8
CCOC(=O)c1nn(-c2ccccc2F)c2nc(Nc3ccccc3)cc(=O)n12	x	-1	x	27	-1	-12	x	x
COC(=O)c1ccccc1NC(=O)c1noc2c1CCCC2	-5	5	1	x	x	x	-3	13
CCOC(=O)c1sc2nc(N3CCOCC3)c3c(c2c1N)CCN(Cc1ccccc1)C3	2	21	4	x	x	x	2	-3
CN(CCc1ccccc1)C(=O)c1ccc(NC(=O)Cc2ccc(NC(=O)C3CCCN(C(=O)c4ccccc4)C3)cc2)cc1 (stereo not drawn)	4	-6	0	44	2	-7	-1	4
c1ccc(-c2nc3cccnc3nc2-c2ccccc2)cc1	x	9	x	0	30	-2	x	x
O=C(O)CSc1cc(C(F)(F)F)nc(-c2ccccn2)n1	0	8	0	10	x	x	0	6
C[C@H]1CCCCO[C@H](CN(C)C(=O)CCC(F)(F)F)[C@@H](C)CN([C@@H](C)CO)C(=O)c2cc(NS(=O)(=O)c3cn(C)cn3)ccc2O1	3	-7	3	-7	5	13	-2	x
CC1CN(S(=O)(=O)c2cccc(C(=O)NCc3ccc4c(c3)OCO4)c2)CC(C)O1 (stereo not drawn)	-39	-2	5	x	x	x	0	35
Cc1nn(C)c(C)c1CN(C)S(=O)(=O)c1ccc2ccccc2c1	4	x	3	36	x	x	-3	x
Cc1ccc2c(c1)nnn2C1CCN(CC(=O)Nc2ccc3c(c2)OCCO3)CC1	-14	-6	0	-7	x	x	2	-1
Nc1nc(Nc2ccc(Cl)cc2)nc2ccccc12	-1	1	1	x	x	x	-8	-52
Cc1ccc(Nc2nc(-c3ccc(O)cc3O)cs2)nc1	8	-23	x	-47	11	-46	x	x
CN(C)C(=O)c1ccc(-c2ccc(C3[C@@H]4CNC[C@H]3N4)cc2)cc1 (stereo partly drawn)	10	x	x	2	-4	-1	x	x
CN(C)c1nc(Cl)nc2c1nc(Cl)n2C1CCCCO1 (stereo not drawn)	4	-6	-1	-8	1	-3	1	-1
O=[N+]([O-])c1ccc(C(O)CN2CCOCC2)cc1 (stereo not drawn)	4	-2	1	-2	14	5	-1	0
Cc1nnc(SCC(=O)NNC(=O)c2ccc(Cl)cc2)n1CC1CCCO1 (stereo not drawn)	8	-18	x	-2	4	-15	x	x
CCSc1nc(N2CCOCC2)c2c(c1C#N)CCCC2	-27	-5	-1	x	x	x	1	-10
COc1ccc(NC(=O)N2CC[C@H]3[C@@H]2c2cc(Br)ccc2N(C)[C@H]3CO)cc1	7	0	-3	-6	6	-7	15	-26
CC12C(=O)N(c3cccc(OC(=O)c4ccco4)c3)C(=O)C1C1c3ccccc3C2c2ccccc21 (stereo not drawn)	x	0	5	x	x	x	1	-13
COc1cccc(N2C(=O)CC(N3CCN(S(=O)(=O)c4ccccc4[N+](=O)[O-])CC3)C2=O)c1 (stereo not drawn)	2	-6	4	5	-22	-14	0	9
S=C(NCCCN1CCOCC1)N1CCN(c2nc(-c3ccccc3)cs2)CC1	x	-6	0	4	0	4	-1	1
Cc1cccc(C)c1-n1nnnc1C(c1cc2ccccc2o1)N1CCN(C/C=C/c2ccccc2)CC1 (stereo not drawn)	-17	x	2	43	10	5	0	-7
COC(=O)c1cccc(-c2ccc(C(c3c(C)[nH][nH]c3=O)c3c(C)[nH][nH]c3=O)o2)c1	5	64*	5	-15	-1	-2	2	5
CN(c1ccccc1)S(=O)(=O)c1cccc(NC(=O)C2=NNC(=O)CC2)c1	-6	8	1	x	2	-4	0	0

6 entries picked at random from the list so far, as already listed:
SMILES	PGC1a acetyl inh	ARNT TACC3 PPI	PglD inh	PAX8 reporter	GSIS activator	LGR2 antag	Cneo AK release	Statin myotox sup
COc1ccc(N=c2scc(C)n2CCCN2CCCC2=O)cc1	13	0	x	-14	0	1	x	x
CCSc1nc(N2CCOCC2)c2c(c1C#N)CCCC2	-27	-5	-1	x	x	x	1	-10
COc1ccc(C(=O)OCC(=O)Nc2ccc3[nH]c(=O)[nH]c3c2)c(OC)c1OC	x	-7	x	1	3	5	x	x
COCCNc1ncnc2c1ncn2[C@H]1CN(Cc2ccc3c(c2)OCO3)C[C@@H](CO)O1	x	x	5	-5	2	20	2	-8
Cc1cccc(C)c1-n1nnnc1C(c1cc2ccccc2o1)N1CCN(C/C=C/c2ccccc2)CC1 (stereo not drawn)	-17	x	2	43	10	5	0	-7
O=C(NNc1nc2ccccc2s1)C1CC1	-6	-11	-7	x	x	x	3	-1

From PubChem BioAssay
